FH mod – Identification of activators of human fumarate hydratase by quantitative high-throughput screening; Fumarate hydratase, mitochondrial (Homo sapiens), P07954; FH coupled MDH/diaphorase resazurin fluorescence, 15 min; Potency, µM (series often up to 79.9 µM), for inactives: at the highest dose activity change, negative = inhibition, usual class: inhibitors; 54,000 tested, 0.22% active; further: potency means the concentration at half of the fitted maximal effect; on the % scale 0 is the no-effect control and ±100 the full control effect; the screen sought activators but most active calls are inhibition curves; nearly all actives have a fitted effect of over 45% in size
p53null 39C tox – selectivity test: cytotoxicity in p53 null cells, nonpermissive temperature. H1299 p53-null (neo) cells, 39C, ATPlite viability, 24 h. 55,000 tested, 0.97% active. Potency, µM (top dose mostly 46.1 µM), without a hit: at the highest dose activity, negative = cell killing, usual class: cytotoxic;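 further: potency means the concentration at half of the fitted maximal effect; 0% = DMSO only and -100% = full killing by 100 µM tamoxifen; nearly all actives have a fitted effect of over 50% in size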
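Concentration-response (up to 46 uM) was run for 24 h at the nonpermissive 39C on H1299-p53A138V or H1299-neo cells. ATP content was measured with ATPlite luminescence. AC50 values were Hill-modeled after normalizing between DMSO and 100 uM tamoxifen killing.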
p53null 32C tox – p53 null cell cytotoxicity, permissive temperature; H1299-neo p53 null cells, ATP luminescence, 24 h, 32C; Potency, µM (series often up to 46.1 µM), inactives show at the highest dose activity change, negative = cytotoxicity, actives largely listed as cytotoxic; 55,000 tested, 0.62% active; AID 903;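 further: potency means the concentration at half of the fitted maximal effect; 0% = DMSO only and -100% = full killing by 100 µM tamoxifen; nearly all actives have a fitted effect of over 55% in size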
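Cytotoxicity: H1299-neo (no p53), 32C, 24 h treatment. Concentrations up to 46 uM. Readout cellular ATP, luminescence. Normalization to DMSO basal and tamoxifen 100 uM maximal kill.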
GALK inhibitor – inhibitors of human galactokinase (GALK). P51570. recombinant GALK, Kinase-Glo ATP luminescence, 1 h. Potency, µM (doses to about 57.5 µM), for the others: at the highest dose activity, negative = inhibition, most hits filed as inhibitors. 44,000 tested, under 10 active;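 further: plate controls were full GALK reaction for no effect and reaction lacking GALK for full effect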
Target sequence (P51570 whole entry, looked up): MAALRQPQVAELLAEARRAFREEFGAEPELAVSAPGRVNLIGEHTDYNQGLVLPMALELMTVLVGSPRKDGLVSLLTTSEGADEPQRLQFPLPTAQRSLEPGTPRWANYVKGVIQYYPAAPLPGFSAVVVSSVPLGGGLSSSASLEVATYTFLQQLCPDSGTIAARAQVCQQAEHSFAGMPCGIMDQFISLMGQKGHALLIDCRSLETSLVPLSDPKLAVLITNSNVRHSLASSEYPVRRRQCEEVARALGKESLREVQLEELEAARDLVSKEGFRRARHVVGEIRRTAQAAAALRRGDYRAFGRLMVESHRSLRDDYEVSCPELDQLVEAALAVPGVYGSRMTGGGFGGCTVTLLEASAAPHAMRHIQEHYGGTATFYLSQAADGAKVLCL
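Reactions with and without enzyme served as controls. GALK at 5 nM phosphorylates 100 uM galactose using 35 uM ATP (HEPES pH 8.0, Mg2+) for 1 h at RT, with luminescence read 10 min after adding Kinase-Glo Plus.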
PTAP-TSG101 blk – TSG101-PTAP interaction inhibition, HIV-1 budding. Q99816. Fluorescence polarization, FITC-PTAP peptide/Tsg101, 20 min. Potency, µM (series often up to 115 µM), without a hit: top-dose activity change, negative = inhibition, actives largely listed as inhibitors. 44,000 tested, under 10 active. AID 1347069; further: potency means the concentration at half of the fitted maximal effect; 0% is about no effect
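Read-out is FITC fluorescence polarization. Compounds were added to Tsg101 binding domain (10 uM final), then FITC-PTAP peptide (50 nM final), 20 min at r.t. Total S+P intensity flags fluorescent compounds.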
B2AR arrestin ag – beta-arrestin recruitment by human beta2-adrenergic receptor ligands. HTLA Tango cells, beta-arrestin recruitment, luciferase luminescence, 18 h. 44,000 tested, under 10 active. Potency, µM (highest dose often 46.1 µM), inactives show top-dose activation, usual class: activators;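 further: potency means the concentration at half of the fitted maximal effect; 0% = DMSO and full agonism = EC100 isoproterenol or metaproterenol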
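Receptor–beta-arrestin recruitment read by tTA-responsive luciferase: compound titrations (up to 46 µM) incubated 18 h with Tango cells, then luminescent substrate 15 min at room temperature. Concentration-response fits classified by r2, efficacy and activity.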
NTMT1 inh – blocks human N-terminal methyltransferase 1 activity. Potency, µM (titrated, usually from 114 µM), for the others: top-dose activity change, negative = inhibition, hits mostly inhibitors. Q9BV86. 59,000 tested, 2.5% active. NTMT1 MTase-Glo SAH luminescence, purified enzyme;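 further: potency means the concentration at half of the fitted maximal effect; plate controls were DMSO vehicle for no effect and no enzyme for full effect; nearly all actives have a fitted effect of over 65% in size; many of its hits are not listed in these tables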
Target sequence (Q9BV86 whole entry, looked up): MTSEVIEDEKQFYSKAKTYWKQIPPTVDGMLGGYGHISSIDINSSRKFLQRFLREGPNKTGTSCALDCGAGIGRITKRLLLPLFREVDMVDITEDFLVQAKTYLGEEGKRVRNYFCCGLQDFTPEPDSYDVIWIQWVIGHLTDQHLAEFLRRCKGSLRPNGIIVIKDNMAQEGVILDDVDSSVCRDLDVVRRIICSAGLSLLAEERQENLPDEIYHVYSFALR
Numbers without * were called inactive; ? = inconclusive; / = not tested or not shown; [ ] = remark or other dose. The call rests on the fitted dose curve; in most records, active means well fitted curve in the direction sought with a large enough effect; inconclusive means small, poorly fitted or top-dose-only effect, or another doubt; inactive means no such curve, though single readings can be large; an effect the other way counts as inactive or inconclusive.

Labels used below – A = FH mod; B = p53null 39C tox; C = p53null 32C tox; D = GALK inhibitor; E = PTAP-TSG101 blk; F = B2AR arrestin ag; G = NTMT1 inh
canonical_smiles: Cc1cccc(NC(=O)Cn2c(=O)n(Cc3ccc4c(c3)OCO4)c(=O)c3ccccc32)c1
  A = -9.9%; B = -8.9%; C = 1.1%; D = -0.3%; E = 0.6%; F = 0.1%; G = -2.3%
canonical_smiles: COc1cc(CN(C(=O)Nc2cccc(Cl)c2)c2ccccn2)cc(OC)c1OC
  A = -21.5%; B = -14.3%; C = 6.9%; D = 0.0%; E = -5.8%; F = -1.9%; G = 11.8%
canonical_smiles: CCCCN(C)C(=O)Cn1c(C2CC(=O)N(c3ccc(C)cc3)C2)nc2ccccc21 (configuration not stated)
  A = -0.1%; B = -19.0%; C = -1.9%; D = -9.6%; E = -2.8%; F = -3.3%; G = 18.5%
canonical_smiles: Cc1ccc(C)c(N2CCN(S(=O)(=O)c3ccc(-c4coc(C)n4)cc3)CC2)c1
  A = -8.2%; B = 20.8%; C = 14.0%; D = 1.9%; E = -2.4%; F = 0.0%; G = 4.7%
canonical_smiles: COc1ccc(NCc2cccn2-c2nnc(N3CCCCCC3)s2)cc1
  A = -19.4%; B = -12.7%; C = -6.6%; D = 3.9%; E = 2.8%; F = 0.4%; G = 18.8%
canonical_smiles: CC1=C(C(=O)Nc2ccccc2)C(c2ccccc2C)n2nc(SCC(=O)c3ccc(C)cc3)nc2N1 (configuration not stated)
  A = 4.3%; B = 9.5%; C = 5.7%; D = 0.0%; E = 2.8%; F = 0.6%; G = 7.7%
canonical_smiles: COc1ccc(-c2nc(S(=O)(=O)c3ccc(C)cc3)c(NCc3ccccc3)o2)cc1
  A = -16.0%; B = 17.4%; C = 5.6%; D = ?; E = -2.2%; F = -1.8%; G = 33.7%[activator]
canonical_smiles: COc1cc(OC)c(NS(=O)(=O)c2ccc3c(c2)NC(=O)CCS3)cc1Cl
  A = -14.0%; B = -15.6%; C = 3.3%; D = -0.2%; E = -4.1%; F = 0.4%; G = 13.7%
canonical_smiles: CCc1ccc(-c2nc(CSCC(=O)N3CCN(c4ccc(F)cc4)CC3)c(C)o2)cc1
  A = -0.1%; B = -10.4%; C = -1.7%; D = -1.4%; E = 3.6%; F = 0.8%; G = -8.3%
canonical_smiles: Cc1ccc2c(c1)c1c(c(=O)n(-c3ccccc3C)c(=O)n1CC(=O)c1ccc(Cl)cc1)n2C
  A = -8.7%; B = 6.4%; C = ?; D = -3.3%; E = 1.1%; F = -0.7%; G = ?
canonical_smiles: Cc1ccc(NC(=O)C2CCN(S(=O)(=O)c3ccc4c(c3)CCCC(=O)N4)CC2)cc1N(C)C
  A = -4.4%; B = 6.4%; C = -3.5%; D = 1.7%; E = 2.6%; F = 0.0%; G = -19.6%
canonical_smiles: CCCCN(C)C(=O)c1ccc2c(c1)NC(=O)C(CC(C)C)N2 (configuration not stated)
  A = 9.4%; B = 2.5%; C = 5.1%; D = -3.0%; E = -3.9%; F = 0.1%; G = -1.5%
canonical_smiles: COc1ccc(NC(=O)Cn2nnc(C(=O)NCc3ccc4c(c3)OCO4)c2N)cc1
  A = -0.8%; B = 23.6%; C = 1.2%; D = 0.0%; E = -2.7%; F = -0.7%; G = 12.0%
canonical_smiles: Cc1ccc(C(=O)N2CCc3cc(CNC(=O)CSc4ccccc4)ccc32)cc1
  A = -18.6%; B = -13.7%; C = -28.8%; D = -1.7%; E = -0.6%; F = -0.2%; G = -0.7%
canonical_smiles: COc1ccc(-n2ccnc2SCC(=O)Nc2ccc(F)cc2F)cc1
  A = -17.0%; B = -1.2%; C = 4.6%; D = -6.4%; E = -8.5%; F = -0.6%; G = -2.5%

2 entries picked at random from those above, as already listed:
Labels used below – A = FH mod; B = p53null 39C tox; C = p53null 32C tox; D = GALK inhibitor; E = PTAP-TSG101 blk; F = B2AR arrestin ag; G = NTMT1 inh
canonical_smiles: COc1ccc(-c2nc(S(=O)(=O)c3ccc(C)cc3)c(NCc3ccccc3)o2)cc1
  A = -16.0%; B = 17.4%; C = 5.6%; D = ?; E = -2.2%; F = -1.8%; G = 33.7%[activator]
canonical_smiles: COc1cc(CN(C(=O)Nc2cccc(Cl)c2)c2ccccn2)cc(OC)c1OC
  A = -21.5%; B = -14.3%; C = 6.9%; D = 0.0%; E = -5.8%; F = -1.9%; G = 11.8%

Next entries.
Labels used below – A = FH mod; B = p53null 39C tox; C = p53null 32C tox; D = GALK inhibitor; E = PTAP-TSG101 blk; F = B2AR arrestin ag; G = NTMT1 inh
canonical_smiles: COc1ccc2c(c1)c1c(c(=O)n(-c3ccccc3C)c(=O)n1CC(=O)NCc1ccc(C)cc1)n2C
  A = -10.3%; B = -5.9%; C = 7.7%; D = 0.4%; E = 1.9%; F = 1.8%; G = 13.6%
canonical_smiles: COc1cc2cc(CNc3ccccc3)c(=O)n(CC(=O)Nc3cc(C)cc(C)c3)c2cc1OC
  A = -18.1%; B = 29.5%; C = -1.4%; D = 2.6%; E = -3.7%; F = -0.1%; G = -25.5%
canonical_smiles: CCOc1ccccc1CNC(=O)c1ccc2c(c1)N(Cc1ccc(C)cc1)CCS2
  A = -9.8%; B = 7.6%; C = 2.7%; D = -9.9%; E = 3.5%; F = 0.3%; G = 10.4%
canonical_smiles: COc1cccc(N2CC(NC(=O)c3ccc4c(c3)OCO4)CC2=O)c1 (configuration not stated)
  A = 6.9%; B = 13.0%; C = -1.8%; D = -2.5%; E = -0.4%; F = -2.7%; G = 0.3%
canonical_smiles: CC(=O)Nc1ccc2nc(NC(=O)CS(=O)(=O)c3ccc(C)cc3)sc2c1
  A = -10.3%; B = 18.8%; C = 7.3%; D = -0.6%; E = 2.0%; F = -3.7%; G = 2.9%
canonical_smiles: O=S(=O)(Nc1ccc(Cl)cc1)c1cccc(S(=O)(=O)c2ccc(Cl)c(Cl)c2)c1
  A = ?; B = -1.6%; C = -12.3%; D = -6.9%; E = -0.5%; F = 0.4%; G = 0.4%
canonical_smiles: Cc1cccn2c(=O)c3cc(C(=O)NC(C)C)n(C)c3nc12
  A = ?; B = -13.4%; C = 1.8%; D = -10.8%; E = -3.2%; F = 0.0%; G = ?
canonical_smiles: Cc1cccc(OCC(=O)Nc2cccc(-c3nc4ccccc4s3)c2)c1
  A = /; B = -16.1%; C = 1.1%; D = -0.1%; E = 2.4%; F = 0.1%; G = /
canonical_smiles: CCOC(=O)c1ccc(N2C(=O)c3[nH]nc(-c4ccc(C)cc4)c3C2c2ccc(O)c(OCC)c2)cc1 (configuration not stated)
  A = ?; B = 27.8%; C = 26.9%; D = 0.0%; E = -4.9%; F = -1.1%; G = 4.5%
canonical_smiles: CC1CCn2c(nc3cc(C(=O)NCCc4ccccc4)ccc32)C1 (configuration not stated)
  A = -22.4%; B = 25.1µM*; C = 12.6µM*; D = -6.0%; E = -3.8%; F = 0.6%; G = -4.0%
canonical_smiles: CCOC(=O)c1ccc(NC(=O)C(=O)NCCc2ccc(OC)cc2)cc1
  A = 3.0%; B = 12.9%; C = 0.6%; D = -0.4%; E = -0.3%; F = -0.3%; G = 15.7%

Compounds shown so far that contain a halogen, in the order listed:
Labels used below – A = FH mod; B = p53null 39C tox; C = p53null 32C tox; D = GALK inhibitor; E = PTAP-TSG101 blk; F = B2AR arrestin ag; G = NTMT1 inh
canonical_smiles: COc1cc(CN(C(=O)Nc2cccc(Cl)c2)c2ccccn2)cc(OC)c1OC
  A = -21.5%; B = -14.3%; C = 6.9%; D = 0.0%; E = -5.8%; F = -1.9%; G = 11.8%
canonical_smiles: COc1cc(OC)c(NS(=O)(=O)c2ccc3c(c2)NC(=O)CCS3)cc1Cl
  A = -14.0%; B = -15.6%; C = 3.3%; D = -0.2%; E = -4.1%; F = 0.4%; G = 13.7%
canonical_smiles: CCc1ccc(-c2nc(CSCC(=O)N3CCN(c4ccc(F)cc4)CC3)c(C)o2)cc1
  A = -0.1%; B = -10.4%; C = -1.7%; D = -1.4%; E = 3.6%; F = 0.8%; G = -8.3%
canonical_smiles: Cc1ccc2c(c1)c1c(c(=O)n(-c3ccccc3C)c(=O)n1CC(=O)c1ccc(Cl)cc1)n2C
  A = -8.7%; B = 6.4%; C = ?; D = -3.3%; E = 1.1%; F = -0.7%; G = ?
canonical_smiles: COc1ccc(-n2ccnc2SCC(=O)Nc2ccc(F)cc2F)cc1
  A = -17.0%; B = -1.2%; C = 4.6%; D = -6.4%; E = -8.5%; F = -0.6%; G = -2.5%
canonical_smiles: O=S(=O)(Nc1ccc(Cl)cc1)c1cccc(S(=O)(=O)c2ccc(Cl)c(Cl)c2)c1
  A = ?; B = -1.6%; C = -12.3%; D = -6.9%; E = -0.5%; F = 0.4%; G = 0.4%

High-throughput results as filed in PubChem BioAssay.

This is a subset; count on the stated rates, not on these rows.
